Bcl-W Bim block = human Bim-Bcl-W interaction inhibition; Q92843; bead-based flow cytometry, Bim peptide-Bcl-W binding; actives 0.02% (n = 190,000); inhibition, % at 10 µM;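 note: 0% = bound tracer without compound and 100% = peptide blocker; higher means less fluorescent Bim peptide bound to Bcl-W beads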
Target sequence (Q92843 whole entry, looked up): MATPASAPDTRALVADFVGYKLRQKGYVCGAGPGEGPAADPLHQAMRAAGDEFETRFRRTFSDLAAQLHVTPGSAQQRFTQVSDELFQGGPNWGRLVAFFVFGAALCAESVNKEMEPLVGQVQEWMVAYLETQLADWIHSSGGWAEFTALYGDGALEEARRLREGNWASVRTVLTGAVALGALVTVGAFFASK
Bim-Bcl-XL = inhibitors of Bim-Bcl-XL interaction, human. Q07817. Bim peptide-Bcl-XL binding, bead flow cytometry, fluorescence. inhibition, % at 10 µM. actives 0.04% (n = 190,000). AID 1007
Target sequence (Q07817 whole entry, looked up): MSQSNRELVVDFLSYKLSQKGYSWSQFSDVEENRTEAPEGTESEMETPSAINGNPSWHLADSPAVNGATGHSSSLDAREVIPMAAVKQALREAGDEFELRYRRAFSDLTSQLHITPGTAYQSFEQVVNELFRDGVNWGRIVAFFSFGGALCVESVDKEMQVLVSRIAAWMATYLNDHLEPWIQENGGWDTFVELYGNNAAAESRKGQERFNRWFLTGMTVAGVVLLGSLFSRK
RGS4-Gao reg = modulates binding of RGS4 to human Galphao. binding response (% of control), % at 10 µM. actives 0.33% (n = 220,000). AID 1415. Multiplexed bead flow cytometry; actives lie on both sides. P09471; in the data active = binding response below about 49% or above about 150%; inactive = in between;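 note: fluorescent Galphao activated with aluminum fluoride binding bead-coupled RGS4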
Target sequence (P09471 whole entry, looked up): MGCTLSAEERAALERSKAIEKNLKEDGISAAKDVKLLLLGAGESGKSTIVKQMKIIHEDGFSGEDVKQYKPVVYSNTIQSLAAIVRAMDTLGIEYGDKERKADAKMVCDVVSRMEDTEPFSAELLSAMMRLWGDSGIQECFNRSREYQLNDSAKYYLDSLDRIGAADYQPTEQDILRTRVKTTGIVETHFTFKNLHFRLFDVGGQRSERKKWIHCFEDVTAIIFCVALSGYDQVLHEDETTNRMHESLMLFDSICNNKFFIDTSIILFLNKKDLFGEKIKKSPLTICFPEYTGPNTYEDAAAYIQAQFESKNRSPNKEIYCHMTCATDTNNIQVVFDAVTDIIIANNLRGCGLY
ABCG2 inh = blocks JC-1 efflux by human ABCG2 transporter; inhibition, % at 6.6 µM; actives 0.1% (n = 190,000); IgMXP3 cells, flow cytometry; AID 1325;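 active = inhibition above 80%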;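 note: 0% = DMSO and 100% = nicardipine control wells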
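Measure – % inhibition of efflux relative to nicardipine and DMSO · Test system – ABCG2 IgMXP3 and barcoded ABCB1 CCRF-Adr cell mix · Control set – nicardipine as high control, DMSO as low control · Compound – one concentration, 6.6 µM final · Signal – flow cytometry of retained JC-1 fluorescence · Timing – 10 min exposure at 25 °C with rotation, no wash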
RGS7-Gao reg = regulators of human RGS7-Galphao interaction. P09471. Multiplexed bead flow cytometry, RGS7-Galphao binding; actives lie on both sides. binding response (% of control), % at 10 µM. actives 0.35% (n = 220,000). AID 1439; in the data active = binding response below about 49% or above about 150%; inconclusive = no clear call, values can overlap the other calls; inactive = in between;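 note: fluorescent Galphao held in activated GDP-AlF4 state binding bead-coupled RGS7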
Bim-Bcl-2 = inhibitors of Bim-Bcl-2 interaction, human; P10415; Bead-based flow cytometry, Bim peptide-Bcl-2 binding; inhibition, % at 10 µM; actives 0.06% (n = 190,000); in the data active = inhibition above about 40%; inconclusive = no clear call, values can overlap the other calls;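 note: 0% = no compound wells with probe peptide and 100% = reference peptide inhibitor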
ABCB1 inh = blocks JC-1 efflux by human ABCB1 transporter | P08183 | inhibition, % at 6.6 µM | CCRF-Adr cells, flow cytometry | actives 0.067% (n = 190,000); in the data active = inhibition above about 40%;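 note: 0% = vehicle and 100% = reference inhibitor; higher value means more JC-1 retained so stronger ABCB1 efflux block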
Bim-Bfl-1 = disrupts Bim binding to human Bfl-1 | AID 1008 | inhibition, % at 10 µM | Bead-based flow cytometry, Bim-Bfl-1 binding inhibition | actives 0.12% (n = 190,000);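 note: 0% = wells without compound plus tracer and 100% = blocker peptide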
Avidin fluor = compound fluoresces at 488/530 nm on avidin beads. compound fluorescence 488/530 nm, flow cytometry; stronger effect = higher value. fluorescence (KMESF) at 10 µM. actives 0.38% (n = 220,000); in the data active = fluorescence above about 47; note: inactives centre near 10
Bim-Bcl-B = human Bim-Bcl-B interaction inhibition. Q9HD36. bead-based flow cytometry, Bim peptide-Bcl-B binding. inhibition, % at 10 µM. actives 0.073% (n = 190,000). AID 951;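 note: 0% = tracer peptide without compound and 100% = reference inhibitor peptide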
Target sequence (Q9HD36 whole entry, looked up): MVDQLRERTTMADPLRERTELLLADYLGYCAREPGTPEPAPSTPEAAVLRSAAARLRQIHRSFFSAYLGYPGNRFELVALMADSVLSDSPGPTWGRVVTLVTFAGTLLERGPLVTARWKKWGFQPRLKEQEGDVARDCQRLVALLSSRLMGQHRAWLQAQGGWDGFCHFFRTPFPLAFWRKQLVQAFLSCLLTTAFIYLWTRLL
GSH bead fluor = GSH bead compound fluorescence profile. actives 0.25% (n = 190,000). fluorescence (KMESF) at 10 µM. AID 1776. GSH beads flow cytometry, compound fluorescence 488/530 nm; stronger effect = higher value; in the data active = fluorescence above about 89;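 note: glutathione beads carrying GST-tagged Bcl family fusion proteins plus one bare bead set; values are compound well signal with DMSO vehicle wells as background; inactives centre near 16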
* hit, by the source's call; u = inconclusive. Cut-off read from the data, not from the text of the source, unless noted: active = inhibition above about 40%. This is a random part of the collection (roughly 1.3% active in at least one column).

Bcl-W Bim block	Bim-Bcl-XL	RGS4-Gao reg	ABCG2 inh	RGS7-Gao reg	Bim-Bcl-2	ABCB1 inh	Bim-Bfl-1	Avidin fluor	Bim-Bcl-B	GSH bead fluor	Molecule
3	-1	104	1	103	2	0.2	-4	10	-3	7	COc1cccc(/C=C2/SC(=O)N(CC(=O)N3CCc4ccccc4C3)C2=O)c1OCC(=O)O
0	-2	101	-1	103	-3	-0.3	2	10	-1	16	COc1cccc(S(=O)(=O)NCc2ccc(C(=O)Nc3ccc(C)cc3)cc2)c1
0	-2	107	17	111	0	0.9	-4	11	0	21	CC(C)CCn1c(O)c(N=NC(=O)c2ccco2)c2ccccc21
-3	-6	95	9	98	-5	1.1	-1	1	-3	8	COc1ccc(NC(=O)/C=C/c2ccccc2)c([N+](=O)[O-])c1
1	-7	99	1	99	-11	0.5	-12	15	-8	36	NS(=O)(=O)c1ccc(NC(=O)CSc2nnc(Cc3cccs3)n2-c2ccccc2)cc1
0	-2	98	20	98	1	2.4	1	8	0	19	COc1cccc2cc(-c3csc(CCn4nc(C)cc4C)n3)c(=O)oc12
0	-1	98	13	99	0	2.1	-4	13	-2	16	Cc1nn(-c2ccccc2)c(C)c1/C=C1\C(=O)N(C)C(=S)N1C
-1	0	96	8	99	-2	1.5	2	6	0	15	COCCN(Cc1cc2cc(C)ccc2nc1Cl)C(=O)Nc1ccccc1OC
-3	-5	103	3	100	-2	0.8	-5	13	-4	16	COc1cc(SC)ccc1C(=O)N1CC(C)OC(C)C1 (stereo unspecified)
-10	-10	103	-1	101	-6	0.0	-3	3	-11	16	COc1ccc(OCc2cn3c(C)cc(C)nc3n2)cc1
-1	0	101	2	100	0	1.1	-5	23	-11	12	CCC(C)NC(=O)CNC(=S)N(Cc1ccc(F)cc1)C1CCCCC1 (stereo unspecified)
-1	-4	96	2	94	-4	1.7	-15	13	-4	32	O=C1C2ON(c3ccc(Cl)cc3)C(c3ccco3)C2C(=O)N1c1ccccc1 (stereo unspecified)
0	-2	99	26	100	-10	4.8	-17	39	-6	18	O=C(CN1C(=O)C2(OCCO2)c2ccccc21)c1ccc(Cl)cc1
-4	-9	100	51	101	-11	-1.2	-22	16	-14	30	COc1cc(C2CC(=O)c3cnc(N)nc3C2)cc(OC)c1OC (stereo unspecified)
-1	-4	99	31	101	-9	0.6	-8	5	-13	15	CCOc1ncccc1C(=O)OCc1ccc(C#N)cc1
1	0	103	6	103	-2	2.4	-11	4	-2	15	NC(=O)CC12CC3CC(C1)CC(CC(N)=O)(C3)C2
-2	-5	103	0	105	1	0.1	-5	10	-4	24	CCCN1C2CCCC1CC(NC(=S)NCCCOCC)C2 (stereo unspecified)
0	2	99	4	101	16	0.4	6	21	0	21	c1ccc(Nc2nc(-c3ccncc3)cs2)cc1
1	-3	78	-3	63	-3	-1.4	0	5	4	7	Nc1ccc(-c2nc3cc(N)ccc3s2)cc1
1	2	99	0	105	-2	0.5	-5	11	-7	23	O=C(Nc1ccc2c(c1)OCO2)C(c1ccccc1)N1CCN(C(=O)c2ccco2)CC1 (stereo unspecified)
1	0	99	0	101	0	0.1	-1	31	0	13	CCOC(=O)N1CCN(CC(=O)Nc2c(C(=O)OC)[nH]c3ccc(Cl)cc23)CC1
-4	-8	101	3	97	-4	0.6	-6	13	0	19	CCOc1ccc(CN2CCN(S(=O)(=O)c3ccc(NC(C)=O)cc3)CC2)cc1
1	0	100	2	u	-3	0.6	-4	16	-1	14	O=C(CCN1C(=O)C2CCCCC2C1=O)Nc1ccc(F)c(F)c1F (stereo unspecified)
0	-10	102	7	97	-8	0.3	-16	15	-7	36	COC(=O)C(CCSC)NC(=O)C12CC3CC(CC(C3)C1)C2 (stereo unspecified)
-1	-1	99	-1	99	-2	-0.1	-5	10	-6	20	Cc1cc(C)cc(N2C(=O)C3CC=CCC3C2=O)c1 (stereo unspecified)
-4	0	97	8	95	-3	1.5	-4	35	-2	12	COc1cccc(NC(=O)CCCOc2cc(=O)n(C)c3ccccc23)c1
0	1	97	2	107	-1	1.1	2	11	1	15	O=C(NNC(=O)c1ccccc1C(=O)O)c1ccc(O)cc1
0	-5	100	2	100	-10	0.2	-17	9	-12	37	CCCCNC(=O)c1onc(CSc2ccc(F)cc2)c1C(=O)O
0	0	100	0	98	1	0.0	1	33	2	17	COC(=O)/C=C1\C(=O)N(c2nc3ccc(OC)cc3s2)C(=S)N1c1ccc(F)cc1
-2	-3	102	1	98	-1	0.1	-3	8	-2	17	Cc1ccc(NC(=O)Cn2ccsc2=N)c([N+](=O)[O-])c1
-2	-3	100	1	u	-5	0.8	-6	9	-5	15	CCCN(CCC)c1ccc(C(O)c2nnc(-c3ccccc3)o2)cc1 (stereo unspecified)
-2	-5	97	1	104	1	0.4	-3	6	-1	11	CCOC(=O)C1CC(c2ccccc2)=NNC1=O (stereo unspecified)
-1	0	97	20	98	-4	3.2	-4	11	-1	54	COc1cc(CNCCSc2nnnn2C)cc(Br)c1OCc1ccccc1F
1	0	102	-1	100	6	-1.1	2	4	0	14	Cc1c(C(=O)N2CCCC2)sc(NC(=O)c2ccco2)c1C#N
10	4	106	-1	117	8	0.0	17	69*	-1	17	Oc1ccc(C=Nc2ccc3ncccc3c2)c(O)c1
0	-1	96	6	100	-6	0.3	-13	11	-9	11	CCOC(=O)N1CCN(c2cc3nccnc3cc2F)CC1
-3	-5	101	-2	101	-4	-0.2	-4	5	-10	15	C/C(=N\NC(=O)c1ccc(CSc2nncn2C)cc1)c1ccc(C#N)cc1
-3	-3	99	2	88	-1	-0.2	-8	11	-4	12	CN(C)/C=N/c1nc2ncc(-c3ccc(Cl)cc3)c(/N=C/N(C)C)n2n1
2	-3	102	1	98	-6	0.4	-8	8	-2	21	Cc1cc(C)c(NC(=O)CN2CCN(C)CC2)c(C)c1
0	-4	90	2	96	-4	-0.4	-1	2	-4	5	CCCNC(=O)/C=C/c1ccc(C(C)C)cc1
-6	-7	100	-2	100	-7	-1.0	-5	8	-5	21	Cc1cc(C)cc(NC(=S)N(Cc2ccc(Cl)cc2)Cc2ccc(C(=O)O)cc2)c1
0	-1	100	7	100	-8	0.1	-15	13	-7	36	O=C(OCc1ccc2c(c1)OCO2)c1cccc(S(=O)(=O)N2CCCCC2)c1
0	-3	104	1	105	-6	-3.5	-2	16	-8	25	CC1CCc2c(sc3c2C2=NS(=O)(=O)CCN2C=N3)C1 (stereo unspecified)
-3	-10	99	11	97	-16	0.1	-18	11	-7	24	CCOC(=O)N1CCN(C(=O)c2cccc(NC3=NC4CS(=O)(=O)CC4S3)c2)CC1 (stereo unspecified)
-2	-2	96	-1	92	1	-0.3	1	3	-13	19	O=C1OC(NC(=O)c2ccccc2)C(n2cc(CO)nn2)=C1Cl (stereo unspecified)
-1	0	94	5	106	-5	3.8	0	90*	-3	16	N=c1c(C(=O)NCc2ccc(F)cc2)cc2c(=O)n3ccccc3nc2n1CC1CCCO1 (stereo unspecified)
2	-2	96	4	97	-9	0.6	-7	7	-4	23	COC(=O)c1c(-c2ccncc2)csc1NC(=O)c1ccoc1C
0	0	102	0	111	-5	-0.1	-7	10	0	20	Cc1c(Cl)c([N+](=O)[O-])nn1CC(=O)NCc1cccnc1
0	-3	101	6	102	-7	0.5	0	18	-10	24	CCSc1nc(-c2ccc(OC)cc2)n(-c2nc3ccccc3s2)n1
2	-6	99	-2	102	-13	-1.2	-13	7	-9	17	CCCCNC(=O)CC1Nc2ccccc2NC1=O (stereo unspecified)

(continued)
Bcl-W Bim block	Bim-Bcl-XL	RGS4-Gao reg	ABCG2 inh	RGS7-Gao reg	Bim-Bcl-2	ABCB1 inh	Bim-Bfl-1	Avidin fluor	Bim-Bcl-B	GSH bead fluor	Molecule
0	-4	103	1	105	-9	0.9	-12	11	-9	13	COc1ccc(C(CNC(=O)c2ccccc2C)N2CCCC2)cc1 (stereo unspecified)
3	-2	100	8	98	0	0.7	-3	11	-1	12	Cn1cccc1/C=N/NC(=O)c1ccco1
-3	-2	96	2	99	9	1.4	-1	3	7	8	CC(C)(C)CN1CCNC(=O)C1CC(=O)NCCc1ccccc1C(F)(F)F (stereo unspecified)
-3	-4	100	1	107	-3	0.5	0	14	-5	16	COc1ccc(C(=S)N2CCOCC2)cc1OC(=O)c1cc([N+](=O)[O-])c(C)c([N+](=O)[O-])c1
-1	-5	103	2	100	0	1.3	-7	21	-5	10	CCOc1cc(CNn2c(C)nnc2SCC(=O)NC(C)(C)C)ccc1OCC(=O)NC(C)(C)C
-6	-6	99	0	105	-2	0.0	-7	15	-7	13	Fc1cccc(NC(=S)NCC(c2cccnc2)N2CCOCC2)c1 (stereo unspecified)
1	-3	106	2	107	-7	0.8	-7	21	-4	24	O=C(CN1C(=O)CSC1=O)N1CCc2ccccc2C1
-2	-4	92	11	84	-10	0.1	-7	7	-5	11	O=C(O)Cc1ccc2sc(-c3ccccc3)nc2c1
0	-3	98	0	100	-8	0.0	-11	11	-10	11	COc1cc(OC)cc(-c2nnc(SCc3cccc(C(=O)O)c3)o2)c1
0	4	99	5	93	-2	0.6	-2	37	0	15	O=C(CSc1nc2cc(Cl)ccc2o1)NCCc1ccccc1
-1	-2	96	0	98	-3	0.0	-2	5	-2	19	CCOC(=O)/C(=C/Nc1ccccc1)[N+](=O)[O-]
0	-1	103	2	102	0	0.7	-3	24	-3	12	CCN(CC)S(=O)(=O)c1ccc2nc(CCl)[nH]c2c1
-2	-6	100	1	95	2	0.4	4	15	-2	6	O=C(N/C(=C/c1cccnc1)C(=O)N1CCOCC1)c1ccccc1
3	2	100	1	99	-8	0.5	-11	14	-10	46	CCNc1nc(NC(C)(C)C)nc(SC(C(C)=O)C(C)=O)n1
1	3	97	5	93	0	0.2	2	12	3	28	CCn1nnc(NC(=O)c2cccnc2)n1
-1	-3	113	1	109	-7	0.5	-10	5	-7	23	CCN1CCN(c2ccc(NC(=O)CCc3c(C)nc4c(-c5ccccc5)c(C)nn4c3C)cc2)CC1

An excerpt from above in order of formula weight, lowest first:
Bcl-W Bim block	Bim-Bcl-XL	RGS4-Gao reg	ABCG2 inh	RGS7-Gao reg	Bim-Bcl-2	ABCB1 inh	Bim-Bfl-1	Avidin fluor	Bim-Bcl-B	GSH bead fluor	Molecule
1	3	97	5	93	0	0.2	2	12	3	28	CCn1nnc(NC(=O)c2cccnc2)n1
1	-3	106	2	107	-7	0.8	-7	21	-4	24	O=C(CN1C(=O)CSC1=O)N1CCc2ccccc2C1
3	2	100	1	99	-8	0.5	-11	14	-10	46	CCNc1nc(NC(C)(C)C)nc(SC(C(C)=O)C(C)=O)n1
-2	-6	100	1	95	2	0.4	4	15	-2	6	O=C(N/C(=C/c1cccnc1)C(=O)N1CCOCC1)c1ccccc1
0	-3	98	0	100	-8	0.0	-11	11	-10	11	COc1cc(OC)cc(-c2nnc(SCc3cccc(C(=O)O)c3)o2)c1
-3	-4	100	1	107	-3	0.5	0	14	-5	16	COc1ccc(C(=S)N2CCOCC2)cc1OC(=O)c1cc([N+](=O)[O-])c(C)c([N+](=O)[O-])c1
-1	-5	103	2	100	0	1.3	-7	21	-5	10	CCOc1cc(CNn2c(C)nnc2SCC(=O)NC(C)(C)C)ccc1OCC(=O)NC(C)(C)C
